# p53 reactivator = qHTS assay for re-activators of p53 using a Luc reporter | H1299 p53-A138V BP100-luciferase reporter, luminescence, 24 h | Potency, µM (titrated, usually from 92.2 µM), inactives show at the highest dose activity change, positive = activation, most hits filed as activators | 320,000 compounds, 0.063% hits | AID 504706, 2011; further: % of control where 0% means no effect; nearly all actives have a fitted effect of over 45% in size
#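 p53-null H1299 cells stably carrying temperature-sensitive p53-A138V and a BP100-luciferase reporter were pinned with compounds (4-point, 1:5 series) and held 24 hrs at 37 deg C. Luminescence was read 10 min after detection reagent.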
# Rab9 prom act = qHTS Assay for Rab9 Promoter Activators. 320,000 compounds, 2.8% hits. AID 485297, 2010. Huh7 Rab9 promoter-luciferase reporter, luminescence, 24 h. Potency, µM (titrated, usually from 9.22 µM), without a hit: at the highest dose activation, negative = inhibition, most hits filed as activators; further: % of control where 0% means no effect; nearly all actives have a fitted effect of over 60% in size
#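 Luciferase signal after 10 min detection reagent at ambient indicates Rab9 promoter upregulation; stably transfected Huh7 cells were treated 24 h with compound in DMSO at 37 °C, 5% CO2.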
# RORgamma inh = qHTS for inhibitors of ROR gamma transcriptional activity; 310,000 compounds, 5.4% hits; Drosophila S2 Gal4-RORgamma UAS-luciferase reporter, 20 h; Nuclear receptor ROR-gamma (Mus musculus), P51450; AID 2551, 2010; Potency, µM (titrated, usually from 53.6 µM), inactives show at the highest dose activity change, negative = inhibition, usual class: inhibitors; further: on the % scale 0 is the no-effect control and ±100 the full control effect; nearly all actives have a fitted effect of over 60% in size
#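 Compounds are pin-transferred onto Drosophila Schneider cells expressing a copper-inducible Gal4–ROR gamma transactivation domain fusion. After 1 hr, copper sulfate is added to 700 uM final; luciferase is read 20 hr later.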
# NPC1 prom act = qHTS Assay for NPC1 Promoter Activators | Huh7 NPC1 promoter luciferase reporter, 24 h | Potency, µM (top dose mostly 9.22 µM), for inactives: at the top dose activation, most hits filed as activators | 320,000 compounds, 2.4% hits | AID 485313, 2010;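 further: % of control where 0% means no effect; nearly all actives have a fitted effect of over 60% in size; reporter is driven by a mutant NPC1 promoter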
#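 Stable NPC1-promoter luciferase Huh7 line; cpd (DMSO) 24 h, 37 °C, 5% CO2; Amplite luciferase reagent 10 min RT; luminescence readout. qHTS format.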
# CXXC DNA block = qHTS Fluorescence Polarization Assay for Inhibitors of MLL CXXC domain - DNA interaction; Histone-lysine N-methyltransferase 2A (Homo sapiens), Q03164; 290,000 compounds, 0.037% hits; MLL-CXXC / FITC-HOXA9 DNA fluorescence polarization; Potency, µM (titrated, usually from 115 µM), without a hit: at the highest dose activity change, negative = inhibition, usual class: inhibitors; active means well fitted inhibition curve with a large enough effect in the polarisation, with a control signal flat, not every such curve was filed as active; inconclusive means small, poorly fitted or top-dose-only effect, or effect the other way, or a change in a side signal; inactive means no such curve, though single readings can be large or run the other way; the % refers to the polarisation
#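 Steps: dispense CXXC domain solution (7 uM) → pin compounds or unlabeled HOX-A9 DNA control → 5 min ambient → add FLSN-HOX-A9 solution (50 nM) → spin → 30 min ambient → fluorescence polarization. Tris pH 7.5/NaCl/DTT/BSA buffer.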
# FLuc modulator = qHTS profiling assay for firefly luciferase inhibitor/activator using purifed enzyme and Km concentrations of substrates (counterscreen for miR-21 project); Luciferin 4-monooxygenase (Photinus pyralis), P08659; purified FLuc, Km substrates, luminescence inhibition; Potency, µM (titrated, usually from 57.5 µM), inactives show top-dose activity change, negative = inhibition, usual class: inhibitors; 360,000 compounds, 6.9% hits; AID 588342, 2011;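 further: plate controls were vehicle for no effect and reference inhibitor for full effect; nearly all actives have a fitted effect of over 55% in size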
# Target sequence (P08659 whole entry, looked up): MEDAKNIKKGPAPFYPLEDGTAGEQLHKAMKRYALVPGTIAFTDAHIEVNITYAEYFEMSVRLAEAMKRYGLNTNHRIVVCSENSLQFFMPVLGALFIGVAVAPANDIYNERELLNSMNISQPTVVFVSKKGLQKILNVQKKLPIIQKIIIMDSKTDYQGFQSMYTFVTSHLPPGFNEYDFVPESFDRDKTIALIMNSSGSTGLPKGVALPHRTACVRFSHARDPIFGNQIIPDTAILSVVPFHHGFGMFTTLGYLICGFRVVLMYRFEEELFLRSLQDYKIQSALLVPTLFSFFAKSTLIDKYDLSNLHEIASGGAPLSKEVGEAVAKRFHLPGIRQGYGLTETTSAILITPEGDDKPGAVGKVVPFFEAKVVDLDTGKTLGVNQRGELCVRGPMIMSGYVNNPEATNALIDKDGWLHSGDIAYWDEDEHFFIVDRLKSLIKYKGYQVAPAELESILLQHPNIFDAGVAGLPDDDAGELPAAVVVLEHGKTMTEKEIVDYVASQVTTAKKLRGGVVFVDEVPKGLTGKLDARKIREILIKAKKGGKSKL
#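 Biochemical qHTS of compounds, final roughly 60 µM downward over six points, against 10 nM purified firefly luciferase using Km concentrations of substrates (10 uM D-luciferin, 10 uM ATP) in Tris acetate pH 7.5 buffer; luminescence output.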
# ELG1 genotox = qHTS screen for small molecules that induce genotoxicity in human embryonic kidney (HEK293T) cells expressing luciferase-tagged ELG1 | HEK293T ELG1-luciferase reporter, luminescence, 16 h | Potency, µM (highest dose often 46 µM), for inactives: at the top dose activity change, positive = activation, most hits filed as activators | 330,000 compounds, 1.3% hits | AID 504466, 2011; further: % of control where 0% means no effect; nearly all actives have a fitted effect of over 60% in size
#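 Quantitative HTS format in 1536-well plates. HEK293T ELG1-luciferase reporter cells receive test compound and are incubated 16 hr at 37 °C, 5% CO2; ONE-Glo added, 30 min room temperature, then luminescence read.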
# MBNL1 CUG block = qHTS Assay for Inhibitors of MBNL1-poly(CUG) RNA binding; TR-FRET MBNL1-His/biotin-(CUG)12 binding, 665/545 ratio; Potency, µM (top dose mostly 57.5 µM), inactives show at the top dose activity change, negative = inhibition, usual class: inhibitors; 280,000 compounds, 0.036% hits; active means well fitted inhibition curve with a large enough effect in the signal ratio, with a control signal flat, not every such curve was filed as active; inconclusive means small, poorly fitted or top-dose-only effect, or effect the other way, or a change in a side signal; inactive means no such curve, though single readings can be large or run the other way; the % refers to the signal ratio; further: on the % scale 0 is the no-effect control and ±100 the full control effect
# Target sequence (Q9NR56 whole entry, looked up): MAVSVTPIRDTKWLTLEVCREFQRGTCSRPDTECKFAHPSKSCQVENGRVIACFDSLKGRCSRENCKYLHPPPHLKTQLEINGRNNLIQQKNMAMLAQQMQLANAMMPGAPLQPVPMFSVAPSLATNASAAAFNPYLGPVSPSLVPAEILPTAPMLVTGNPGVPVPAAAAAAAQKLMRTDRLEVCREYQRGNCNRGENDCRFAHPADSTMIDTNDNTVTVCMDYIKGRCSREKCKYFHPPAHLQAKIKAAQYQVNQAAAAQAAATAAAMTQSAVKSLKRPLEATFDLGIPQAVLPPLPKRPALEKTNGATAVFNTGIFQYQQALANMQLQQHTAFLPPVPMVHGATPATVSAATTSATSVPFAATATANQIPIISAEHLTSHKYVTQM
#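 Compounds (final 92 nM to 58 uM) are added to His-tagged MBNL1 and biotin-(CUG)12, then terbium anti-His antibody and streptavidin-XL665 (5 nM final). After 60 min at room temperature, the 665/545 nm ratio is read.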
# Gal4-VP16 FLuc = VP16 counterscreen qHTS for inhibitors of ROR gamma transcriptional activity. Drosophila S2 Gal4-VP16 UAS-luciferase, luminescence, 20 h. Potency, µM (top dose mostly 53.6 µM), inactives show top-dose activity, negative = inhibition, actives largely listed as inhibitors. 310,000 compounds, 3.5% hits;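 further: Gal4-VP16 expression switched on by copper sulfate through the metallothionein promoter; on the % scale 0 is the no-effect control and ±100 the full control effect; nearly all actives have a fitted effect of over 50% in size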
# uPA generation = qHTS for Inhibitors of Cell Surface uPA Generation; cell surface uPA generation assay, qHTS; Potency, µM (titrated, usually from 38.3 µM), for the others: at the highest dose activity change, negative = inhibition, most hits filed as inhibitors; 330,000 compounds, 0.31% hits; active means well fitted inhibition curve with a large enough effect; inconclusive means small, poorly fitted or top-dose-only effect; inactive means no such curve, though single readings can be large or run the other way; tested in mouse RAW 264.7 cells; further: on the % scale 0 is the no-effect control and ±100 the full control effect; nearly all actives have a fitted effect of over 55% in size
# BRCA1 expr up = qHTS Assay to Identify Small Molecule Activators of BRCA1 Expression; Potency, µM (series often up to 46.1 µM), for the others: top-dose activation, most hits filed as activators; MCF7-BRCA1-FFLuc reporter, luminescence, 48 h; response scale: scaled: vehicle 0%, 10 µM genistein 100%; AID 624202, 2012; 380,000 compounds, 1.1% hits; further: nearly all actives have a fitted effect of over 80% in size; some results filed as inactive show a strong effect at the top dose
#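 Quantitative HTS in MCF7 cells stably reporting BRCA1 expression via firefly luciferase. Compound treatment lasts 48 h at 37 °C in phenol-red free MEM. Activation is expressed relative to genistein at 10 microM and DMSO.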
# The depositor's hits bear a star; u = inconclusive; x = no result given; [ ] = dose if it differs, or a comment. Unless noted, the call rests on the fitted dose curve; in most records, active means well fitted curve in the direction sought with a large enough effect; inconclusive means small, poorly fitted or top-dose-only effect, or another doubt; inactive means no such curve, though single readings can be large; an effect the other way counts as inactive or inconclusive. Potency means the concentration at half of the fitted maximal effect. An excerpt. The share of hits here may be higher or lower than overall.
smiles,p53 reactivator,Rab9 prom act,RORgamma inh,NPC1 prom act,CXXC DNA block,FLuc modulator,ELG1 genotox,MBNL1 CUG block,Gal4-VP16 FLuc,uPA generation,BRCA1 expr up
CCOC(=O)N1CCC(NC(=O)C(Cc2ccccc2)NC(=O)c2ccco2)CC1 (stereo not drawn),3%,-7%,15%,-3%,0%,-1%,-7%,-11%,9%,-2%,-27%
COc1ccc(CNC(=S)Nc2ccccc2-c2ccccc2)cc1,-3%,-1%,2µM*,0%,4%,-9%,-9%,-2%,7.1µM*,x,x
CC(NC(=O)N(Cc1ccccc1)Cc1ccc2c(c1)OCO2)(C(F)(F)F)C(F)(F)F,-2%,-1%,-5%,9%,-5%,4%,0%,-1%,-8%,x,4%
CCOc1ccc(NC(=O)Cn2nnc(C(=O)NCc3ccco3)c2N)cc1,-5%,-9%,-28%,1%,7%,7%,0%,0%,-9%,-3%,-23%
O=C(O)c1ccccc1NC(=O)c1ccccc1Nc1ccccc1,9%,-3%,2%,5%,u,17µM*,-7%,1%,1%,u,-17%
COc1cccc(OCC(=O)NNC(=O)C(=O)N2CCCC2)c1,-6%,2%,13%,-2%,-4%,1%,1%,-10%,-3%,8%,28%
COc1ccc(-c2ccnc3cc(C(=O)O)nn23)cc1,0%,-8%,-3%,-1%,17%,-7%,-2%,u,-2%,-1%,-11%
CS(=O)(=O)N1CCN(c2ccccc2NC(=S)NC(=O)c2cccs2)CC1,8%,2%,11µM*,-4%,1%,-1%,-11%,-4%,-19%,-1%,-13%
CC(C)C12CN3CC(C(C)C)(CN(C1)C3(C)C)C2=O,-2%,-1%,-6%,-5%,-13%,2%,1%,-11%,12%,1%,-6%
Cc1ccc(S(=O)(=O)N2CCN(C(=O)CNC(=O)c3sc4ccccc4c3Cl)CC2)cc1,3%,-7%,x,6%,x,-29%,-1%,x,x,-16%,41%
Cc1ccc(CSCCNC(=O)CCSc2ccccc2)cc1,4%,3%,23%,-5%,-1%,2%,0%,-6%,-5%,2%,-17%
O=C(COC(=O)C1CCN(c2ccc(C(F)(F)F)cn2)CC1)Nc1ncc(Cl)cc1Cl,-11%,-7%,x,0%,x,0%,2%,x,x,18%,-6%
O=C(CCC(=O)OCC(=O)c1ccc(Br)cc1)Nc1cccc2cccnc12,1%,2%,-28%,0%,0%,-16%,1%,5%,-28%,2%,0%
Cc1ccccc1OCc1nc2ccccc2c(=O)n1N,17%,u,28%,10%,0%,u,u,-2%,12%,-6%,69%
COC(=O)CNC(=O)C(NC(=O)c1ccc(Cl)cc1)C(C)C (stereo not drawn),1%,-2%,16%,1%,-1%,0%,1%,1%,4%,-2%,2%

# Additional results:
smiles,p53 reactivator,Rab9 prom act,RORgamma inh,NPC1 prom act,CXXC DNA block,FLuc modulator,ELG1 genotox,MBNL1 CUG block,Gal4-VP16 FLuc,uPA generation,BRCA1 expr up
Cn1c(=O)oc2cc(S(=O)(=O)NCc3ccc(Cl)cc3)ccc21,-4%,0%,6%,1%,10%,3%,2%,-7%,-16%,7%,-1%
O=C(NCCCn1ccnc1)c1ccc2nccnc2c1,1%,0%,5%,-2%,-4%,0%,1%,u,-9%,3%,-35%
Cc1ccc(NS(=O)(=O)c2ccc(C)c(C(=O)N3CCN(C)CC3)c2)cc1,-4%,-3%,-4%,2%,-7%,2%,0%,-13%,-9%,4%,-7%
O=C(Nc1ccc(Cl)c(Cl)c1)Nc1nc(-c2ccccc2)cs1,-3%,-9%,39%,0%,8%,-2%,1%,1%,u,-10%,-45%
Cc1cc(-c2ccc(S(=O)(=O)N3CCCCC3)s2)on1,-16%,1%,9%,-1%,14%,0%,-2%,u,2%,10%,-6%
CCC(=O)Nc1ccc2c(c1)ncn2-c1ccc(OC)cc1,24%,19%,u,12%,6%,27µM*,18µM*,-7%,-6%,0%,80%
N#Cc1ccccc1Sc1ccccc1C(=O)OCC(N)=O,4%,-2%,24%,-4%,-3%,1%,1%,-6%,7%,3%,-18%
O=C(Cc1csc(Nc2nc(=S)[nH]c3ccccc23)n1)NCc1ccccc1Cl,1%,3%,6%,0%,41%[activator],-3%,-3%,-5%,-5%,x,-28%
COc1ccccc1-c1cc(=O)c2c(O)ccc([N+](=O)[O-])c2o1,5%,1%,9%,-3%,17%,0%,0%,-3%,2%,6%,-27%
Nc1cc(OC(=O)c2ccc(F)cc2)nn1S(=O)(=O)c1ccccc1,5%,0%,3%,4%,70%[activator],-1%,0%,-4%,3%,7%,-12%
Cc1cccc(/C(N)=N/OC(=O)N2CCOCC2)c1,5%,26%,-17%,29%,1%,17µM*,8%,3%,-25%,u,-65%
C=CCS(=O)(=O)N1CCCC(N(C)CCc2ccc(OC)c(OC)c2)C1 (stereo not drawn),x,-1%,3%,-4%,3%,-1%,-7%,-15%,-9%,-11%,-9%
CCOC(=O)C1(Cc2ccccc2C(F)(F)F)CCN(C2CCN(C(C)C)CC2)CC1,-2%,1%,4%,-3%,7%,-10%,-2%,3%,4%,u,-70%
Cc1sc2ncn(CC(=O)Nc3c(F)cccc3F)c(=O)c2c1S(=O)(=O)N1CCC(C)CC1,-1%,-6%,1%,-1%,15%,3%,9%,-3%,-6%,6%,-12%
O=C1c2c(O)cc(O)cc2O[C@@]12c1c(cc(O)c3c1O[C@H](c1ccc(O)cc1)[C@@H](O)C3)O[C@@H]2c1ccc(O)cc1,6%,-1%,-43%,-4%,u,-2%,2%,-1%,0%,4%,18%

# Going on with the list.
smiles,p53 reactivator,Rab9 prom act,RORgamma inh,NPC1 prom act,CXXC DNA block,FLuc modulator,ELG1 genotox,MBNL1 CUG block,Gal4-VP16 FLuc,uPA generation,BRCA1 expr up
COC(=O)c1ccc(CSc2nc3c(c(=O)n2-c2ccccc2)SCC3)o1,-8%,-1%,25%,-1%,16%,-2%,1%,3%,-13%,u,-8%
CC(OC(=O)CN1C(=O)c2ccccc2C1=O)C(=O)NC1CCCCC1 (stereo not drawn),-2%,4%,-7%,-2%,2%,2%,0%,2%,-3%,0%,-3%
Cn1c(SCC(=O)Nc2ccc(F)cc2)nnc1-c1cccnc1,4%,-1%,28%,-2%,-9%,1%,-13%,1%,0%,9%,1%
Cc1nc(S(=O)(=O)Cc2ccccc2Cl)nc2c1CCC2,4%,17%,16%,-5%,13%,4%,-2%,-8%,-8%[10 µM],-6%,-1%
O=C(CN1CCN(S(=O)(=O)c2cccc(F)c2)CC1)Nc1ccnn1C1CCCC1,5%,0%,x,-1%,x,x,-1%,x,x,2%,-22%
CCCCN(CC)C(=O)Cn1c(=O)sc2ccccc21,-7%,-3%,-12%,1%,-3%,-2%,1%,-4%,11%,-6%,-1%
Cc1ccc(C(CC(=O)N2CCOCC2)c2ccco2)cc1 (stereo not drawn),2%,-3%,7%,-7%,2%,2%,0%,6%,20%,-3%,2%
O=C(NCCc1ccc(Cl)cc1)C1CCC(=O)N1Cc1ccccc1Cl (stereo not drawn),-3%,-3%,7%,0%,-7%,4%,-1%,6%,0%,x,-29%
CN(C(=O)COc1cc(C(F)(F)F)nn1C)c1ccccc1,1%,-5%,21%,-3%,3%,-4%,-6%,-1%,-1%[10 µM],-4%,0%
O=C(NC1CCCCC1)/C(=N\O)c1ccccn1,3%,3%,-37%,22%,2%,5%,-1%,-2%,24%,8%,20%
COc1ccc(NC(=O)Cc2nnc(SCC(=O)Nc3ccc(F)cc3)n2C)cc1,-1%,-3%,28%,1%,28%,u,12%,-9%,-1%,-5%,13%
O=C(CNC(=O)c1ccccc1)OCc1nc2ccccc2s1,u,7%,22%,8%,0%,9.5µM*,u,-11%,12%,-10%,-4%
Cc1cc(-c2ccc(S(=O)(=O)N3CCN(c4ccc(F)cc4)CC3)s2)on1,-1%,-1%,1%,-13%,15%,0%,3%,4%,-14%,-2%,10%
